Screening results: PubChem, several laboratories
UTI89 phage lysis – inhibition of K1F phage lysis, E. coli UTI89, bacterial capsule biogenesis inhibitors, alamar blue (AID 488966); E. coli UTI89 K1F phage lysis, alamar blue, 2 h; higher % means a stronger effect; one-dose inhibition, % at 100 µM; IC50 in µM for titrated hits; actives 0.02% (n = 340,000);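 active = phage lysis inhibition, versus mean bacterial control, above a set limit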;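 also: capsule biogenesis inhibitors block K1F phage lysis so surviving cells raise fluorescence; higher fluorescence means more inhibition of phage lysis; actives were called in the ten point dose series up to 300 µM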
NTR1 agonist – agonists of NTR1, primary screen, imaging, U2OS cells, beta-arrestin-GFP, high content (AID 493036); actives 0.17% (n = 330,000); activation, % at 20 µM; NTR1-U2OS beta-arrestin-GFP spot imaging, agonist mode;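 active = activation at or above 40% of the spot to cytoplasm intensity ratio, with at least 20 cells analyzed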;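 also: 0% = DMSO without peptide and 100% = 100 nM NTR1 peptide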
Target sequence (P30989 whole entry, looked up): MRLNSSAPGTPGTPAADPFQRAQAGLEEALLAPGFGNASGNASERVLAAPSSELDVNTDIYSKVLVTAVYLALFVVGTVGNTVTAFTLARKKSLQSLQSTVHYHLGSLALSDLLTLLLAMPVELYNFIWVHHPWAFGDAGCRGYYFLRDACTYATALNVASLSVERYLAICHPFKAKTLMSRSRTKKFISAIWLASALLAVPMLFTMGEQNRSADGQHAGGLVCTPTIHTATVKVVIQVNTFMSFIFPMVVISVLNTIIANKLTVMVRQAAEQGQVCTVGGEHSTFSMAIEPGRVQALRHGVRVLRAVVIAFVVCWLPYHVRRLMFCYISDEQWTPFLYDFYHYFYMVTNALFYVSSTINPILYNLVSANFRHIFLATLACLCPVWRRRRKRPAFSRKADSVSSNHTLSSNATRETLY
Rac1 GTP hydrolysis – MgcRacGAP GTPase-activating activity inhibitors, confirmation, biochemical, ADP Hunter fluorescence | MgcRacGAP-stimulated Rac1 GTP hydrolysis, ADP Hunter fluorescence; higher % means a stronger effect; GST-tagged Rac1 F28L mutant substrate | one-dose inhibition, % at 30 µM; IC50 in µM for titrated hits | actives 0.6% (n = 340,000) | AID 624330;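 active = first-screen hits whose inhibition reached a set limit at any dose in the follow-up dose series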;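 also: fluorescence reports GDP produced by GAP-driven GTP hydrolysis; strong numbers were not always called active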
NTR1 agonist cell count 20 µM – also measured in NTR1 agonist; calls as there; cell count; measured here: cell count, cytotoxicity flag
Numbers without * were called inactive; [ ] = remark or other dose. Only part of the results is shown. The share of hits here may be higher or lower than overall.

smiles	UTI89 phage lysis	NTR1 agonist	NTR1 agonist cell count 20 µM	Rac1 GTP hydrolysis
COc1ccc(N2CCN(C(=O)COC(=O)CCOc3ccc(C)cc3)CC2)cc1	0.9%[50 µM]	-1.1	74	11%
CC(=O)C[C@H](O)CC(=O)[C@@H]1OC(=O)CCCCC/C=C/Cc2ccccc21	0.3%	-2.6	55	5%
C=CCC[C@@H](Cc1ccc(F)cc1)C(=O)OC[C@@H](Cc1c[nH]c2ccccc12)NC(=O)[C@H](CC=C)CC(=O)N[C@H](CO)Cc1ccccc1	1.0%	4.1	63	9%
Cc1ccc(F)cc1NC(=O)CN1C(=O)NC(C)(c2ccc3c(c2)OCCO3)C1=O (stereo not given)	1.5%[50 µM]	0.4	76	5%
Cc1ccc(C(=O)NCC(=O)OCc2cccc(Br)c2)cc1	0.7%[50 µM]	-0.1	68	10%
CCOC(=O)C[C@H]1c2cc(F)ccc2S(=O)(=O)N1Cc1ccc(OC)cc1	0.1%	-2.4	80	8%
O=C1CCCC/C=C\C[C@H](CC(=O)N(CCO)Cc2ccccc2)C(=O)N2CCC[C@@H]2CO1	2.5%	-1.0	53	6%
COc1cc(OC)cc(-c2cc3cc4c(cc3cn2)OCO4)c1	1.7%	6.6	45	10%
Cc1ccc(S(=O)(=O)N2CCCN(C(C)c3nc4ccccc4c(=O)[nH]3)CC2)cc1 (stereo not given)	0.3%[50 µM]	-0.1	61	-1%
CC(NC(=O)COC(=O)c1cc2ccccc2cc1O)c1ccccc1 (stereo not given)	0.9%[50 µM]	-0.3	45	6%
Cc1cc(C(=O)OCC(=O)NC2CCCC2)c2ccccc2n1	1.8%[50 µM]	-0.5	64	7%
CN1C(=O)CC(c2ccccc2)C1=O (stereo not given)	-0.4%	2.5	61	0%
C#C[C@]1(O)CC[C@H]2[C@@H]3CCC4=Cc5oncc5C[C@]4(C)[C@H]3CC[C@@]21C	3.0%	9.9	53	-2%
COc1cc2c(c(OC)c1OC)C(c1ccc3c(c1)OCO3)CC(=O)O2 (stereo not given)	0.1%	2.6	66	7%
COc1ccc(OC)c(S(=O)(=O)N2CCN(C(=O)NC3CCCCC3)CC2)c1	-0.1%[50 µM]	-0.7	45	0%
Cc1ccc(C2(C)NC(=O)N(CC(=O)Nc3ccc(Cl)c(S(=O)(=O)N4CCCCC4)c3)C2=O)cc1 (stereo not given)	0.4%[50 µM]	1.8	59	7%
O=C(COc1ccc(F)cc1)c1ccc2c(c1)CCCC2	-0.3%	-0.5	28	13%
CCN(CC(=O)NCc1cccs1)S(=O)(=O)c1cccc(Br)c1	0.2%[50 µM]	2.1	49	4%
O=C(COC(=O)c1ccc(O)cc1)NC1CCCCCC1	0.8%[50 µM]	2.1	63	8%
CCOc1ccc(NC(=O)CN(C)C(=O)c2ccc(N3CCCCC3)c([N+](=O)[O-])c2)cc1OCC	0.6%[50 µM]	0.6	60	5%
CC(=O)c1c(C)[nH]c(C(=O)NNC(=O)c2ccc(C)cc2)c1C	0.5%[50 µM]	1.9	62	6%
CCC/C(=C1/c2ccccc2C(=O)N1c1ccccc1)c1ccc2c(c1)OCCO2	0.7%	2.3	49	-3%
CCS(=O)(=O)c1ccc(-c2cccc(NC(=O)c3ccc(Br)o3)c2)nn1	1.2%[50 µM]	2.0	78	-1%
COc1ccccc1CNC(=O)C1CSC2(C)CCC(=O)N12 (stereo not given)	0.9%[50 µM]	-1.3	59	0%
COc1ccccc1CNC(=O)C(=O)NCCC1CCCCN1S(=O)(=O)c1cccs1 (stereo not given)	0.7%[50 µM]	-0.8	63	-2%
NC(=O)C1CCCN(C(=O)c2cccc(S(=O)(=O)N3CCCCCC3)c2)C1 (stereo not given)	1.0%[50 µM]	-0.7	65	6%
Cc1ccc(S(=O)(=O)NC(CCC(N)=O)C(=O)NCc2ccc3c(c2)OCO3)c(C)c1 (stereo not given)	-0.6%	-1.8	59	1%
CCOC(=O)C[C@H]1c2ccccc2S(=O)(=O)N1Cc1ccc(Cl)cc1	3.1%	-1.4	104	9%
COCCN(CC(=O)Nc1cc(Cl)ccc1-n1cncn1)Cc1nc2ccccc2c(=O)[nH]1	1.0%[50 µM]	1.3	46	-1%
O=C(COc1ccccc1)NCC(=O)N/N=C/c1cccs1	-0.1%	-1.0	66	0%
COc1cc(OC)cc(C(=O)NC(C(=O)N2CCC2)C(C)C)c1 (stereo not given)	0.6%[50 µM]	-0.5	53	-1%
CC(Sc1nnc(-c2cccs2)n1C1CC1)C(=O)NCC1CCCO1 (stereo not given)	0.5%[50 µM]	-2.4	63	11%
CC1CCCCC1NC(=O)CCc1nc2sc3c(c2c(=O)[nH]1)CCCC3 (stereo not given)	-0.3%[50 µM]	0.6	54	2%
O=C(NCc1ccco1)c1cccc(S(=O)(=O)N2CCN(Cc3ccccc3)CC2)c1	0.0%[50 µM]	2.6	51	-6%
O=C1CC2CCCN2C=C1I (stereo not given)	0.3%	-2.1	61	5%
CCOc1ccc(NS(=O)(=O)c2cc(C(=O)N3CCCC3)ccc2Cl)cc1	0.2%[50 µM]	1.8	54	-1%
C=CC[C@@H](Cc1ccc(F)cc1)C(=O)OC[C@H]1CCCN1C(=O)[C@@H](CC=C)CC(=O)N(CCO)Cc1ccccc1	-0.5%	1.5	54	0%
C=CC[C@@H](CC(=O)N(CCO)Cc1ccccc1)C(=O)NC[C@@H](OC(=O)[C@@H](CC=C)CC(=O)OC(C)(C)C)c1ccccc1	0.0%	6.6	60	7%
O=C(CSC1=Nc2ccccc2C2CC=NN12)NCc1ccco1 (stereo not given)	-1.2%	9.1	48	5%
CCN(C(=O)CSc1nc2ccccc2c(=O)n1-c1ccccc1F)C1CCS(=O)(=O)C1 (stereo not given)	0.5%[50 µM]	0.3	56	1%

Next part.
Every second line gives: UTI89 phage lysis	NTR1 agonist	NTR1 agonist cell count 20 µM	Rac1 GTP hydrolysis
- O=C(C[C@H]1C/C=C\CC[C@H](Cc2ccc(F)cc2)C(=O)OC[C@@H](Cc2c[nH]c3ccccc23)NC1=O)NCCO
  0.0%	2.3	65	8%
- O=C(COc1ccc(Cl)cc1)OCC(=O)c1ccc[nH]1
  1.1%[50 µM]	-1.5	74	5%
- O=C(NC1(C(F)(F)F)NC(=O)N(Cc2ccccc2)C1=O)c1cccs1 (stereo not given)
  0.0%	0.2	74	6%
- CCCN=C1N(C)C[C@@H]2[C@@H]3C(=O)N(Cc4ccccc4)C(=O)[C@@H]3[C@](CC)(C(=O)OC)N12
  0.4%	1.5	53	4%
- C[C@@H]1CN([C@@H](C)CO)C(=O)Cc2cc(NS(=O)(=O)c3ccccc3)ccc2O[C@H]1CN(C)Cc1ccncc1
  1.0%	1.6	56	6%
- Cc1noc(C)c1COc1ccccc1C(=O)N(C)Cc1ccc(F)cc1
  1.2%[50 µM]	0.4	58	7%
- O=C(CN1C(=O)NC2(CCCCCC2)C1=O)Nc1ccccc1[N+](=O)[O-]
  -1.9%	1.0	61	-5%
- Cc1cc(C)cc(SCc2noc(C(=O)NCCC(C)C)c2C(=O)NCCC(C)C)c1
  0.2%	-2.3	67	7%
- O=C(NCc1nc2ccccc2[nH]1)C1=C[C@H](C2CCCCC2)C[C@H](OCCCCO)O1
  1.0%	2.1	53	4%
- CC(=O)c1ccc(S(=O)(=O)Nc2ccc(-c3ccc4nncn4n3)cc2)cc1
  1.0%[50 µM]	2.3	61	2%
- Cc1ccc(S(=O)(=O)CCC(=O)OCC(=O)N(C)CC(=O)Nc2ccc(F)cc2)cc1
  1.0%[50 µM]	-0.7	59	5%
- O=C1CCc2cc(S(=O)(=O)Nc3ccccc3F)cc3c2N1CCC3
  1.8%[50 µM]	0.8	65	5%
- Cc1ccc(Cn2c(CCNc3nc(-c4ccc(C)cc4)cs3)nc3cc(C(=O)NCCCO)ccc32)cc1
  1.3%	-1.6	95	10%
- COc1ccc(CCNC(=O)c2cccc(S(=O)(=O)N3CCCC3)c2)cc1OC
  0.6%[50 µM]	1.4	41	5%
- N#Cc1ccc(CN2CCN(C(=O)c3ccc(S(=O)(=O)N4CCCCCC4)cc3)CC2)cc1
  0.7%[50 µM]	-2.4	47	-1%
- CCN1CCN(c2ccc(S(=O)(=O)N3CCCCC3)cc2NC(=O)c2ccc([N+](=O)[O-])s2)CC1
  -1.9%[50 µM]	0.1	67	6%
- N#CN1CCC(NS(=O)(=O)c2ccc(C(F)(F)F)cc2)C1 (stereo not given)
  0.0%	2.3	41	9%
- Cc1ccc(NC(=O)CSCC(=O)N(CCC(C)C)c2c(N)n(Cc3ccccc3)c(=O)[nH]c2=O)cc1
  0.4%[50 µM]	0.7	61	5%
- CC1CCCCC1NC(=O)CNC(=O)c1cccs1 (stereo not given)
  0.5%[50 µM]	0.0	64	3%
- O=C(CN1CCN(S(=O)(=O)c2cccc(F)c2)CC1)NCC1(N2CCOCC2)CCCCC1
  0.8%[50 µM]	-0.6	63	3%

Rewritten with each value named: 4 of the compounds above
molecule: Cc1ccc(S(=O)(=O)CCC(=O)OCC(=O)N(C)CC(=O)Nc2ccc(F)cc2)cc1
  UTI89 phage lysis = 1.0%[50 µM]; NTR1 agonist = -0.7; NTR1 agonist cell count 20 µM = 59; Rac1 GTP hydrolysis = 5%

molecule: N#CN1CCC(NS(=O)(=O)c2ccc(C(F)(F)F)cc2)C1 (stereo not given)
  UTI89 phage lysis = 0.0%; NTR1 agonist = 2.3; NTR1 agonist cell count 20 µM = 41; Rac1 GTP hydrolysis = 9%

molecule: O=C1CCc2cc(S(=O)(=O)Nc3ccccc3F)cc3c2N1CCC3
  UTI89 phage lysis = 1.8%[50 µM]; NTR1 agonist = 0.8; NTR1 agonist cell count 20 µM = 65; Rac1 GTP hydrolysis = 5%

molecule: Cc1ccc(Cn2c(CCNc3nc(-c4ccc(C)cc4)cs3)nc3cc(C(=O)NCCCO)ccc32)cc1
  UTI89 phage lysis = 1.3%; NTR1 agonist = -1.6; NTR1 agonist cell count 20 µM = 95; Rac1 GTP hydrolysis = 10%

(next part)
Every second line gives: UTI89 phage lysis	NTR1 agonist	NTR1 agonist cell count 20 µM	Rac1 GTP hydrolysis
- Cc1cccc(NC(=O)C2CC(=O)N(c3ccc4c(c3)OCCO4)C2)n1 (stereo not given)
  0.0%[50 µM]	-1.5	66	2%
- CC(OC(=O)CNC(=O)c1sc2ccccc2c1Cl)c1ccccc1 (stereo not given)
  0.5%[50 µM]	1.7	43	4%
- CC[C@H](C)/C=C/C1=CC2=C(Cl)C(=O)[C@@]3(C)OC(=O)C(C(=O)[C@H](C)[C@@H](C)O)=C3C2=CO1
  -6.8%	-1.1	97	18%
- CCN(C(=O)CSc1nc2cc(Cl)ccc2c(=O)n1CC(C)C)C1CCS(=O)(=O)C1 (stereo not given)
  0.3%[50 µM]	2.2	50	8%
- O=C(CSc1nc2[nH]c(=O)cc(O)c2s1)Nc1ccc(Br)cc1
  -0.7%[50 µM]	-0.2	53	3%
- Cc1ccc(NC(=O)COC(=O)C2CCC2)cc1S(=O)(=O)N1CCCCC1
  1.0%[50 µM]	1.6	75	2%
- COc1ccccc1-n1cnnc1SC(C)C(=O)NCC1CCCO1 (stereo not given)
  -0.3%	4.9	63	12%
- CC1CCN(C(=O)COC(=O)c2cccc(S(=O)(=O)N(C)c3ccccc3)c2)CC1
  -0.3%[50 µM]	2.5	73	9%
- COc1ccc(S(=O)(=O)NCC(c2ccc3c(c2)OCO3)N2CCOCC2)cc1 (stereo not given)
  1.1%[50 µM]	0.3	62	9%
- CC1C(=O)N2CCCc3cc(NS(=O)(=O)c4ccccc4)cc1c32 (stereo not given)
  1.1%[50 µM]	1.8	60	3%
- COc1cc(C2CC(=O)Oc3cc(C)cc(C)c32)cc(OC)c1OC (stereo not given)
  0.0%	0.6	61	7%
- CCN(CCS(=O)(=O)c1ccc(Br)cc1)Cc1nc2ccccc2c(=O)[nH]1
  0.9%[50 µM]	0.2	50	4%
- Cc1cccc(C)c1NC(=O)CN(C)C(=O)CN1C(=O)NC(C)(C)C1=O
  0.7%[50 µM]	-2.8	55	6%
- C[C@H](CO)N1C[C@H](C)[C@@H](CN(C)C(=O)Nc2ccc(C(F)(F)F)cc2)Oc2c(NC(=O)c3ccncc3)cccc2C1=O
  0.0%	0.4	53	12%
- CCCCn1c(N)c(N(CCOC)C(=O)c2ccc(-n3c(C)ccc3C)cc2)c(=O)[nH]c1=O
  0.8%[50 µM]	-1.0	53	2%
- CC(NC(=O)c1ccccc1)c1nnc(SCC(=O)Nc2nnc(C3CC3)s2)n1C (stereo not given)
  0.8%[50 µM]	1.0	66	4%
- C[C@@]12C(=O)N(c3cccc(Cl)c3)C(=O)N1[C@@H]1c3ccccc3OC[C@@H]1[C@H]2c1ccccc1
  3.2%	-1.0	70	11%
- COc1ccccc1CCC(=O)OCC(=O)Nc1cc(S(=O)(=O)N2CCOCC2)ccc1C
  0.7%[50 µM]	1.1	74	0%
- CN(C(=O)C1CC1)C1CCS(=O)(=O)C1 (stereo not given)
  -2.3%	-0.5	81	-3%
